SENP7 block: inhibitors of human SENP7 protease. recombinant SENP7, Z-RLRGG-aminoluciferin luminescence, 40 min. inhibition, % at 5 µM. 330,000 tested, 1.5% active. AID 434973;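 active = inhibition above about 50% at the single test dose, limit read from the data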;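 note: plate controls were DMSO with enzyme for no effect and no enzyme buffer wells for full effect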
Target sequence (Q9BQF6 706-1050 limits assumed): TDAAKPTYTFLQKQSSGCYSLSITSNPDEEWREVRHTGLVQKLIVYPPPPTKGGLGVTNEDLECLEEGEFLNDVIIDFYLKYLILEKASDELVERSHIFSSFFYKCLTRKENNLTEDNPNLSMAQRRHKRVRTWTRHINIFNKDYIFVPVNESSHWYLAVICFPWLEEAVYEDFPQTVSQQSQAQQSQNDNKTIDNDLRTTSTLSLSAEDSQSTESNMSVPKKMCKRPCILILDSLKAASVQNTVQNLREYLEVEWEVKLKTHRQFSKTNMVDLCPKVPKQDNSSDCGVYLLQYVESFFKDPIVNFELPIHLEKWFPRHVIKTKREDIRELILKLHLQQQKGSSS
SENP6 block: blocks the human protease SENP6; 330,000 tested, 1.8% active; Q9GZR1; inhibition, % at 10 µM; Recombinant SENP6 catalytic domain, aminoluciferin luminescence;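 active = inhibition above about 50% at the single tested dose, limit read from the data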;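 note: plate controls were DMSO wells with enzyme for no effect and DMSO wells lacking enzyme for full effect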
SENP8 block-1: inhibitors of human SENP8 protease | Q96LD8 | purified SENP8, Z-RLRGG-aminoluciferin cleavage, luminescence | inhibition, % at 10 µM | 330,000 tested, 1.2% active | AID 2540; in the data active = inhibition above about 50%
Target sequence (Q96LD8 whole entry, looked up): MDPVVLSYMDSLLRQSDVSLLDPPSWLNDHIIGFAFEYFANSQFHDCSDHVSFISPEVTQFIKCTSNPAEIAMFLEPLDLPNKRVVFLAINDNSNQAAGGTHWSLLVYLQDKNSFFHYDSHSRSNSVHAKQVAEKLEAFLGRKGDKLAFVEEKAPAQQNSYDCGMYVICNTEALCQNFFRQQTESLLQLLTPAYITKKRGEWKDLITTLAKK
SENP1 FRET inh: SENP1 (human) catalytic domain inhibition | 360,000 tested, 0.21% active | Q9P0U3 | inhibition, % at 10 µM | recombinant SENP1 catalytic domain, CyPet-SUMO1-YPet FRET cleavage | AID 624204;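 active = inhibition at least 30% at 10 µM, raw YFP signal under a set limit, fluorescence ratio 0.5 to 1.5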;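 note: 0% = enzyme with DMSO and 100% = no enzyme wells; some results filed as inactive read as strong as hits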
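Material: hSENP1 catalytic domain, recombinant; medium: Tris pH 8 with BME, BSA, NP40 and catalase; compound: single concentration of 10 µM compound, 0.5% DMSO final; technique: FRET read of cyan and yellow fluorescence; timing: 50 min enzyme reaction, room temperature, light-protected; reagent: SFCypet-SUMO1-SFYpet substrate at 25 nM; control set: no-enzyme low, enzyme-DMSO high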
APOBEC3G inh: APOBEC3G (human) deaminase inhibition | Q9HC16 | recombinant A3G, ssDNA deamination FAM/TAMRA fluorescence | inhibition, % at 20 µM | 330,000 tested, 0.28% active | AID 493012;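 active = inhibition of at least 40% at 20 µM, with no more than 30% in the related APOBEC3A deaminase screen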;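 note: plate controls were DMSO wells with A3G for no effect and wells lacking A3G enzyme for full effect; some compounds called inactive have numbers as strong as hits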
Target sequence (Q9HC16 whole entry, looked up): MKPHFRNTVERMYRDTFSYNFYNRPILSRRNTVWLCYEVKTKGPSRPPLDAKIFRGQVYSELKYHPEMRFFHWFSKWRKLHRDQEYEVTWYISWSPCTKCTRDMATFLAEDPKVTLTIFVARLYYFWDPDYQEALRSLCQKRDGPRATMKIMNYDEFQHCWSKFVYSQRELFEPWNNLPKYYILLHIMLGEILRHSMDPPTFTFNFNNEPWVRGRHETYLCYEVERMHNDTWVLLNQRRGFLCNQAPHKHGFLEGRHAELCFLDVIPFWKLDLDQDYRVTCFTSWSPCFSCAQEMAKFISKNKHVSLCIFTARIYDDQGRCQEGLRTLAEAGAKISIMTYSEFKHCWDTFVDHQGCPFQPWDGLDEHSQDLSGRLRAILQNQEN
SENP8 block-2: inhibitors of human SENP8 protease | AID 602440 | 360,000 tested, 0.64% active | Q96LD8 | inhibition, % at 20 µM | recombinant SENP8, Nedd8 substrate fluorescence; in the data active = inhibition mostly above about 40%, no sharp cut-off; inactive = mostly below about 27%
Apaf1 inhib: human Apaf-1 inhibition; 330,000 tested, 0.71% active; inhibition, % at 20 µM; O14727; reconstituted apoptosome caspase-3 activity, DEVD-Rh110 fluorescence; active = inhibition of at least 40% at 20 µM;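 note: plate controls were DMSO wells for no effect and DEVD-CHO caspase inhibitor wells for full effect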
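Material: cell-free apoptosome with Apaf-1, procaspase-3 and caspase-9; Buffer or medium: Hepes pH 7.5 with detergent and BSA; Reagent: cytochrome c trigger plus (Z-DEVD)2-Rh110 caspase-3 substrate; Times: compound with Apaf-1, dATP, procaspase-3 30 min, then 50 min reaction, room temperature; Technique: Rh110 fluorescence intensity.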
UBC13 polyUb: inhibitors of human UBC13 polyubiquitin chain formation | AID 485273 | TR-FRET | 330,000 tested, 0.47% active | P61088 | inhibition, % at 20 µM; in the data active = inhibition above about 45%, passing the limit was not always enough
Numbers without * were called inactive.

SMILES	SENP7 block	SENP6 block	SENP8 block-1	SENP1 FRET inh	APOBEC3G inh	SENP8 block-2	Apaf1 inhib	UBC13 polyUb
O=[N+]([O-])c1ccc(/C=N/Nc2nc(-c3ccccc3)c3cc(Br)ccc3n2)o1	6	-9	4	-20	-1	38	24	-61
CCn1c(SCC(=O)NCc2ccco2)nc2ccccc2c1=O	4	-10	-3	0	0	-10	4	8
CCN(c1ccccc1)S(=O)(=O)c1cc([N+](=O)[O-])ccc1N	5	-17	2	-1	-6	34	8	0
CC1COC(Cn2c3ccccc3c3ccccc32)O1 (configuration not stated)	-4	-2	3	1	-5	6	3	3
Cc1nn(C)cc1S(=O)(=O)N1CCN(c2ccccc2)CC1	3	6	-1	-1	14	10	8	-4
CC(=O)Nc1ccc(/C=C(\C#N)C(N)=O)cc1	0	-7	-1	1	-4	6	-21	-3
CC1C(=O)Nc2ccc(S(=O)(=O)N3CCN(c4ccccc4F)CC3)cc2NC1=O (configuration not stated)	-1	-10	-2	-1	0	18	7	1
CC(NS(=O)(=O)c1ccccc1)C(=O)NCc1ccco1 (configuration not stated)	3	6	-7	1	11	3	0	1
COc1ccccc1C1CC(=O)Nc2cc3c(cc21)OCCO3 (configuration not stated)	-4	-2	-2	2	-6	10	-2	-3
O=S(=O)(c1ccc2nnn(O)c2c1)N1CCCCC1	48	-8	-3	4	-8	8	-17	6
O=C(NC1CCN(Cc2ccccc2)CC1)C12CC3CC(CC(C3)C1)C2	6	5	8	0	-6	20	-4	9
O=C(C1CCCO1)N1CCN(C(=S)Nc2ccccc2C(F)(F)F)CC1 (configuration not stated)	-4	-13	-12	-1	-6	8	3	-8
COc1cccc(CNC(=O)C2CCC(CNc3nc(=S)[nH]c4ccccc34)CC2)c1 (configuration not stated)	-3	-10	1	-1	0	4	3	-4
N#Cc1c(-c2ccccc2)cc(C2CC2)nc1N	-2	-10	-1	-2	-5	-300	21	-2
O=C(Nc1cc(S(=O)(=O)N2CCOCC2)ccc1N1CCOCC1)c1ccc([N+](=O)[O-])s1	4	13	-5	1	-6	32	5	-14
CC(=O)CCc1c(C)[nH]c2ccccc2c1=O	0	-19	2	0	0	-1	-4	0
c1cc(CNCCCN2CCOCC2)ccn1	3	5	-2	0	-2	25	-2	-2
CSc1ccc(/C=N/N2CCN(c3ccccc3)CC2)cc1	6	-7	-24	1	-6	12	1	-16
C=CCNc1nc(-c2ccccn2)nnc1-c1ccccc1	-3	-8	0	0	-2	19	4	-16
Cc1cc(/C=N/NC(N)=S)c(O)c(/C=N/NC(N)=S)c1	7	14	0	-36	-76	-57	-29	6
Cc1cc(NC(=O)CCC(=O)N(CC(=O)NCC2CCCO2)c2ccccc2C)no1 (configuration not stated)	-2	-9	-2	2	-5	24	-8	4
CCN(CC)S(=O)(=O)c1ccc(Br)c(OC)c1	0	2	0	2	-9	4	-4	7
Cc1cc(NC(=O)CCCn2nc([N+](=O)[O-])cc2C)no1	3	-12	-10	-1	-3	11	-7	-8
c1ccc(-c2nc(NCC3CCCO3)c3oc4ccccc4c3n2)cc1 (configuration not stated)	-9	-2	-15	1	-8	10	16	7
COCCN(Cc1nc2ccccc2c(=O)[nH]1)C(=O)COc1ccccc1-c1ccccc1	4	2	10	-3	-3	-1	13	5
C=CCSc1nnc(N2C(=O)C(O)=C(C(=O)c3ccco3)C2c2ccccc2F)s1 (configuration not stated)	-4	9	1	-1	3	-64	5	-14
O=C(NCc1ccco1)c1cc2ccccc2c(=O)o1	-12	-10	-5	-4	1	-55	-7	4
O=C(/C=C/NNC(=O)c1ccccc1)c1ccc(Br)cc1	-7	8	-9	14	-5	18	14	-15
Cc1ccccc1OCC(=O)NNC(=O)CCc1ccccc1	8	9	-3	1	7	14	10	-8
CC(C)C1Oc2ccccc2N(CC(=O)N(Cc2ccncc2)Cc2ccco2)C1=O (configuration not stated)	6	-17	-3	-2	-3	11	9	7
Cn1cc(CCC(=O)N2CCCC(C(=O)c3ccc(C(C)(C)C)cc3)C2)cn1 (configuration not stated)	-8	-17	-10	2	-4	-1	-3	-5
Cc1ccc(C(=O)N/N=C(/CC(=O)c2cccs2)C(F)(F)F)cc1	1	-2	-7	23	-3	30	-5	-31
O=C(Nc1ccc(-c2ccc(N3CCCCC3)nn2)cc1)c1ccco1	3	-1	3	-5	-9	-211	13	3
O=Cc1cccc(OCc2cccc3ccccc23)c1	-11	-4	-6	2	-9	3	13	2
COc1ccc(-c2ccc(F)cc2)cc1[C@H]1[C@H]2C=CC[C@@H](C)[C@@H]2C(=O)N1Cc1ccccc1	0	-4	-14	-2	-11	-27	22	5
Cc1occc1-c1nnc(SCC(=O)c2c(N)n(C3CC3)c(=O)[nH]c2=O)n1C	-3	-3	2	-1	-3	1	-9	0
CC1(C)Cc2c(cnn2-c2ccccc2)C(=O)/C1=N\NC(=O)c1ccccc1	6	4	4	1	-5	17	10	-2
COc1ccc(C2C(C(C)=O)=C(O)C(=O)N2c2ccc(O)cc2)cc1 (configuration not stated)	17	2	-3	0	-7	-8	-7	-5
S=c1[nH]nc(-c2ccc(Cl)cc2Cl)n1-c1ccccc1	6	20	9	1	0	4	5	-6
CCOc1ccccc1Nc1nc(N)nc(CSc2nccc(C)n2)n1	5	7	4	-1	5	14	3	-2
COC(=O)Nc1ccc(SCC(=O)c2ccccc2)cc1	-1	-1	-5	0	-9	6	5	10
O=[N+]([O-])c1cccc(S(=O)(=O)N2CCCC2)c1	6	5	-7	3	0	22	-1	3
O=C(Nc1ccccc1)c1ccc(-c2ccccc2)s1	84*	45	35	-1	9	-19	-3	-5
CCCSc1nc2c(c(=O)n1-c1ccc(OCC)cc1)SCC2	-4	-1	4	0	-2	19	12	3
Cc1ccc(C)c(-c2nnc(OCC(=O)Nc3cc(C)on3)c3ccccc23)c1	-4	-8	-5	-1	-1	20	6	11
CCOC(=O)N1CCN(S(=O)(=O)c2ccc(C(=O)Nc3nnc(C4CC4)o3)cc2)CC1	4	-11	3	2	0	18	-1	-19
COc1nc(C)cc(C)c1S(=O)(=O)c1ccc(Cl)cc1	1	13	3	-2	-4	11	6	2
Cc1cccc(NC(=O)C2CCN(S(=O)(=O)c3ccc4c(c3)C(C)(C)C(=O)N4C)CC2)c1C	5	-13	-7	0	-11	7	3	-12
O=C(CSc1nc2ccccc2c(=O)n1-c1ccc(F)cc1)NC1CCS(=O)(=O)C1 (configuration not stated)	1	-19	-4	2	-1	5	5	0
Cc1cc(=O)[nH]c(SCc2cccc3cccnc23)n1	-6	-11	-8	1	-18	8	2	-2
CC(C)C1O/C(=N/C(=O)Nc2ccc(Cl)c(Cl)c2)NC1=O (configuration not stated)	3	-25	-4	2	-4	14	16	-1
Cc1nnc2n1N=C(c1ccc(F)cc1F)CS2	-2	-15	1	4	-9	12	-11	5
Cc1ccc(S(=O)(=O)N2CCN(S(=O)(=O)c3ccc(C)cc3)C2c2ccccc2)cc1	-3	14	4	2	-1	12	2	9
O=C1CC(Nc2ccc3ccccc3c2)C(=O)N1Cc1ccccc1 (configuration not stated)	3	3	1	-5	-2	-68	19	6
CN(C)c1cccc(C(=O)OCC(=O)c2ccc[nH]2)c1	13	1	-10	-7	-7	-64	3	-6
CCN1CCC2(CCN(Cc3cn[nH]c3-c3ccc(OC)c(F)c3)C2)C1 (configuration not stated)	0	-11	-3	-5	-5	14	4	7
CC(C)n1ncc2c(C(=O)Nc3ccc(S(N)(=O)=O)cc3)cc(C3CC3)nc21	-9	-5	-12	-3	-35	-46	75*	75*
CCc1ccc(NC(=O)CSc2nc(CSc3ccc(C)cc3)cc(=O)[nH]2)cc1	-4	-7	-2	0	-3	20	1	-8
Cc1ccccc1NC(=O)Cn1c(C)nc2ccc(N)cc2c1=O	0	4	3	-4	-5	-404	-7	10
COc1ccc(S(=O)(=O)N2CCOCC2)cc1NC(=O)c1ccccc1-c1ccc(C(F)(F)F)cc1	1	-19	-2	0	-1	13	7	11

Taken from the entries so far for reference:
SMILES	SENP7 block	SENP6 block	SENP8 block-1	SENP1 FRET inh	APOBEC3G inh	SENP8 block-2	Apaf1 inhib	UBC13 polyUb
COC(=O)Nc1ccc(SCC(=O)c2ccccc2)cc1	-1	-1	-5	0	-9	6	5	10
O=[N+]([O-])c1cccc(S(=O)(=O)N2CCCC2)c1	6	5	-7	3	0	22	-1	3
O=C(Nc1ccccc1)c1ccc(-c2ccccc2)s1	84*	45	35	-1	9	-19	-3	-5
CCCSc1nc2c(c(=O)n1-c1ccc(OCC)cc1)SCC2	-4	-1	4	0	-2	19	12	3
Cc1ccc(C)c(-c2nnc(OCC(=O)Nc3cc(C)on3)c3ccccc23)c1	-4	-8	-5	-1	-1	20	6	11

The listing picks up; the 2 compounds before the break are reprinted first.
SMILES	SENP7 block	SENP6 block	SENP8 block-1	SENP1 FRET inh	APOBEC3G inh	SENP8 block-2	Apaf1 inhib	UBC13 polyUb
Cc1ccccc1NC(=O)Cn1c(C)nc2ccc(N)cc2c1=O	0	4	3	-4	-5	-404	-7	10
COc1ccc(S(=O)(=O)N2CCOCC2)cc1NC(=O)c1ccccc1-c1ccc(C(F)(F)F)cc1	1	-19	-2	0	-1	13	7	11
CCc1ccc2c(CN3CCN(Cc4ccccc4)CC3)cc(=O)oc2c1	-5	-36	9	-5	-9	5	17	-2
COc1ccc(C2N(c3ccc(Cl)cc3)N=C(C(C)=O)N(C)N2C(C)=O)cc1 (configuration not stated)	-1	-7	-1	-1	-3	1	27	8
COc1ccc(S(=O)(=O)N2CCN(c3cccc(C)c3C)CC2)cc1	1	-9	-1	3	1	9	13	6
COc1ccc(C(=O)OC(C)CN2CCN(C)CC2)cc1 (configuration not stated)	-1	6	1	2	-6	5	-8	-2
CC1CCC2(CC1)NC(=O)N(CC(=O)N1CCOCC1)C2=O (configuration not stated)	-6	11	4	2	18	11	6	-6
Cc1cc(C)n(CC(O)COCc2ccco2)n1 (configuration not stated)	-1	7	3	1	-1	-1	-9	8
C/C(CC(=O)NC(C)(C)C)=N\NC(=O)c1ccco1	2	12	3	2	-5	18	-5	3
COc1ccc(N2CCN(S(=O)(=O)c3cc4c5c(c3)C(C)C(=O)N5CCC4)CC2)cc1 (configuration not stated)	3	0	-2	-2	-3	21	19	1
CCOC(=O)c1cnc(SCc2ccccc2)nc1N	-4	13	3	1	2	5	3	-8
Cc1ccc(C(=O)N[C@H](C(=O)Nc2cc(Cl)cc(Cl)c2)C(C)C)cc1	2	3	-6	2	-3	10	-2	3
COc1ccc(NC(=O)CN2C(=O)c3ccccc3S2(=O)=O)cc1OC	0	-2	-7	1	-7	12	4	2
COc1ccc(N(CC(=O)N2CCc3ccccc3C2)S(=O)(=O)c2ccccc2)cc1	-1	-7	1	3	-7	36	14	6
Nc1nnc(SCC(=O)NC2CCCc3ccccc32)s1 (configuration not stated)	3	16	-1	2	-8	20	-5	9
O=C(Cc1ccccc1)Nc1ccccc1Sc1ccccc1	8	1	-2	-1	1	9	-5	3
COc1ccccc1N1CCN(C2CCC(C)CC2)CC1 (configuration not stated)	-8	11	-10	0	-8	12	-9	1
Cc1ccc(/C=C(\NC(=O)c2ccccc2)C(=O)N2CCCC2C(=O)O)cc1 (configuration not stated)	-10	-16	0	1	-5	4	4	-1

2 compounds from above, reduced to UBC13 polyUb, SENP1 FRET inh and SENP6 block:
compound | UBC13 polyUb | SENP1 FRET inh | SENP6 block
c1ccc(-c2nc(NCC3CCCO3)c3oc4ccccc4c3n2)cc1 (configuration not stated) | 7 | 1 | -2
CC1C(=O)Nc2ccc(S(=O)(=O)N3CCN(c4ccccc4F)CC3)cc2NC1=O (configuration not stated) | 1 | -1 | -10
